KDM5B inh: inhibitors of human KDM5B histone demethylase. AID 1347165. Q9UGL1. KDM5B demethylase, FDH-coupled NADH fluorescence (FDH is formaldehyde dehydrogenase). 220,000 tested, 2.6% active. Potency, µM (highest dose often 57.7 µM), without a hit: at the highest dose activity change, negative = inhibition, actives largely listed as inhibitors; active = well fitted inhibition curve with a large enough effect; inconclusive = small, poorly fitted or top-dose-only effect; inactive = no such curve, though single readings can be large or run the other way; note: 0% is about no effect; nearly all actives have a fitted effect of over 70% in size
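Compound dilutions met 200 nM (final) KDM5BΔAP for 10 min at room temperature before substrate addition. The substrate mix held 12.5 µM H3K4me3 with cofactors 25 µM α-ketoglutarate and 50 µM Fe²⁺. NADH signal gain over 30 min defined activity.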
* hit, by the source's call; ? = inconclusive; & = joins results of further samples; [ ] = remark or other dose. Potency is the fitted concentration of half-maximal effect.

KDM5B inh	structure
5%	CC1(CNC(=O)c2ccccc2Cl)CCOCC1
7%	CC(C)CC(=O)Nc1cccc(-c2nc3cc(Cl)ccc3o2)c1
-1%	O=CN1CCN(C(=O)C(=O)c2cn(CC(=O)N3CCCCC3)c3ccccc23)CC1
-5%	COc1cc(CNC(=O)C2CCCN(c3cnn(C)c(=O)c3)C2)cc(OC)c1 (centres undefined)
3%	Cc1ccc(C(C)C)c(OCC(=O)Nc2cccc(NC(=O)c3ccco3)c2)c1
-7%	Cc1cc(F)ccc1NC(=O)CN1C(=O)NC2(CCCCC2)C1=O
17%	CCOc1cccc2cc(-c3csc(Nc4cc(OC)ccc4OC)n3)c(=O)oc12
-2%	CCCc1nc2ccccc2n1CC(O)c1ccc(F)cc1 (centres undefined)
-29%	Clc1ccc2nc(-c3ccc(N4CCOCC4)cc3)c(Nc3ccccc3)n2c1
7%	COc1cc(Cl)c(C)cc1NC(=O)c1nc2ccccc2nc1N1CCCCC1
?	COc1cc(-c2nc(-c3cccc(Cl)c3)c(-c3ccccc3)[nH]2)cc(OC)c1OC
16%	O=C1NC(C(=O)NCCc2ccccc2)Cn2cccc21 (centres undefined)
-1%	CCCC(C)(NC(=O)OCc1ccccc1)C(=O)O (centres undefined)
-20%	O=C1CSC2(C(=O)N(Cc3ccccc3F)c3ccccc32)N1c1ccc(F)cc1 (centres undefined)
-9%	CCOC(=O)c1c(S(=O)(=O)N2CCC(C(=O)Nc3ccc(F)cc3F)CC2)c(C)n(C)c1C
80%[activator]	Cc1ccc(C)c(S(=O)(=O)N2CCN(Cn3ncc4ccccc4c3=O)CC2)c1
-6%	COc1cccc(NC(=O)CCNC(=O)Cn2ccc3ccccc3c2=O)c1
?	c1ccc(CCc2nnc3sc(-c4cc5ccccc5[nH]4)nn23)cc1
?	COc1ccc2c(CNC3CCCCCC3)c(C(=O)O)n(Cc3ccccc3F)c2c1
15%[86.2 µM]	O=C(O)C[C@@H]1CCN(C(=O)C2CCCC2)C[C@@H]1CCN1CCCCC1
24%	CC(=O)Nc1c(-c2ccccc2)c(C)nn1-c1ccc(C(=O)N2CCN(C3CCCCC3)CC2)cc1
-27%	O=C(NC1CCCN(c2cc(-c3ccc(F)cc3)[nH]n2)C1)c1cccc(F)c1 (centres undefined)
?	CCn1ccc2sc(C)c(C(=O)N3CCC(Cc4ccccc4)CC3)c2c1=O
9%	O=C(O)c1ccc(COc2cccc(Cl)c2)s1
5%&-9%	CCC(C(=O)NC1CCCCC1)n1nc(C)c2sc3ccccc3c2c1=O (centres undefined)

Another view of part of the listing above:
compound: CC(C)CC(=O)Nc1cccc(-c2nc3cc(Cl)ccc3o2)c1
  KDM5B inh: 7%

compound: O=CN1CCN(C(=O)C(=O)c2cn(CC(=O)N3CCCCC3)c3ccccc23)CC1
  KDM5B inh: -1%

compound: COc1cc(CNC(=O)C2CCCN(c3cnn(C)c(=O)c3)C2)cc(OC)c1 (centres undefined)
  KDM5B inh: -5%

compound: Cc1ccc(C(C)C)c(OCC(=O)Nc2cccc(NC(=O)c3ccco3)c2)c1
  KDM5B inh: 3%

(continued)
KDM5B inh	structure
-7%	COc1ccc(S(=O)(=O)NCC2CCC(C(=O)NCC(=O)N3CCc4ccccc4C3)CC2)cc1 (centres undefined)
-5%	CCOC(=O)c1c(C)[nH]c(CCC(=O)NCc2ccc(OC)c(OC)c2)c1C
?	Cc1ccc(C(=O)Nc2ccc3oc(=O)ccc3c2)c(Cl)c1
1%	CCS(=O)c1ccccc1C(=O)NCc1ccc(C)cc1 (centres undefined)
?	CCOc1ccccc1CNC(=O)C1CCN(c2cc(C(F)(F)F)nc(C)n2)CC1
-46%	CC(C)C(=O)N1CCN(c2ccccc2NC(=O)c2cc([N+](=O)[O-])ccc2N2CCOCC2)CC1
?	CCCC(=O)N1CCN(S(=O)(=O)c2cc3c(cc2Cl)NC(=O)CO3)CC1
-12%	O=C(C1CCCN(C2CCN(Cc3ccc4c(c3)OCO4)CC2)C1)N1CCOCC1 (centres undefined)
-4%	COc1ccccc1NC(=O)c1sc2nc3n(c(=O)c2c1C)N=C(c1cccc(Br)c1)CS3
24%	CC(/C=C/c1ccccc1)=N/NC(=O)Cn1nnc(N)n1
?	CCc1cc2c(CN3CCN(C(=O)C4COc5ccccc5O4)CC3)cc(=O)oc2cc1O (centres undefined)
1%	COc1cc(C#N)ccc1OCc1ccc(OC(F)F)c(OC)c1
?	c1ccc(-c2nnc3ccc(NC4CCC4)nn23)nc1
6%	COC(=O)CC(NC(=O)c1ccc(CS(C)(=O)=O)cc1)c1ccc(C)cc1 (centres undefined)
-14%	COc1ccc(CCNC(=O)c2cn(C)c3ccc(S(=O)(=O)N(C)C)cc3c2=O)cc1OC
-3%	NC(=O)CN1CCC(c2nc3ccccc3o2)CC1
-17%	COc1ccc(-c2cnnn2-c2ccc(NC(=O)c3c(F)cccc3F)cc2)cc1
-26%	CN(Cc1ccccc1)C(=O)c1cc(-c2ccncc2)cn1C
-19%	CN(C)c1ccc(C=NCCCCCCN=Cc2ccc(N(C)C)cc2)cc1
?	Cc1nn2c(c1-c1ccccc1-c1ccccc1)N(Cc1ccc(OCC(=O)O)cc1)CCC2
-6%	CCOC(=O)c1ccc(NC(=O)C2=C(c3ccccc3)S(=O)(=O)CCO2)cc1
21%	COC(=O)c1ccc(CSc2nc3ccccc3c(=O)n2N)cc1
?	CN1CCc2c(sc3c2C(=O)NC(/C=C\c2ccccc2)N3)C1 (centres undefined)
-6%	CCc1ccc(C(=O)Oc2ccc3ccccc3c2)cc1
-5%[86.2 µM]	CN(C(=O)c1ccccc1Cl)C1CCCc2ccccc21 (centres undefined)
-12%	COc1ccc(-c2cc(N3CCC(NC(=O)c4ccccc4Cl)CC3)n[nH]2)cc1
-2%	CC(=O)c1c(C)nn(C(C)CC(=O)N2C[C@H]3CC=CC[C@H]3C2)c1C (some centres undefined)
-11%	COc1ccc(NC(=O)N2CC(C(=O)N(C)C)C3(CCOCC3)C2)c(OC)c1 (centres undefined)
-23%	Cc1ccc(C)c(S(=O)(=O)NCCn2c(C)cnc2C2CCC2)c1
-9%	COc1ccc2[nH]c3c(c2c1)CCN(C)C31CCN(C(=O)c2ccncc2)CC1
?	CCOc1ccc(Oc2coc3cc(O)ccc3c2=O)cc1
-13%	COc1ccc(OC)c(S(=O)(=O)N(C)CC(=O)N2CCCCC2)c1
7%[86.2 µM]	CC1(C)C(=O)N(Cc2ccccc2)[C@H]2CN(CC3CCOCC3)C[C@H]2[S+]1(=O)[O-]
?	CN1CCN(CCOCCOc2c(Cl)cc(Cl)cc2Cl)CC1
?	Cc1cc(OCC(=O)NC2CC(C)(C)NC(C)(C)C2)c2c(C)c(C)c(=O)oc2c1
19%	CCCCOc1ccc(/C=N/NC(=O)C2CCCNC2=O)cc1 (centres undefined)
-24%	O=C(CSc1nc2ccccc2nc1Cc1ccccc1)N1CCCCC1
8%	Cc1cccc(NC(=O)COC(=O)c2ccc3ccccc3n2)c1C
-10%	O=C(CCC1CCN(C(=O)c2ccccc2)CC1)NCCN1CCCCC1
19%	Cc1ccc(O[C@H]2CCOC[C@H]2NC(=O)C2(Cn3ccnc3)CC2)cn1
-10%	CCN1CCN(CCNC(=O)C2CCCN(c3nc4cccnc4s3)C2)CC1 (centres undefined)
35µM*	COc1ccccc1-c1cc2c(ccn2C)c(C(=O)NCCc2ccccn2)n1
19%	COc1ccc(CN2CCNC(=O)C2CC(=O)NCc2cccc(C)n2)c(OC)c1 (centres undefined)
-4%	CC(C)N(CCNC(=O)c1n[nH]c(=O)c2ccccc12)C(C)C
-2%	c1ccc(Oc2ncnc3c2cnn3-c2ccccc2)cc1
9%	Cc1ccc(N2CCN(C(=O)c3ccc4c(Cl)c5c(nc4c3)CCCC5)CC2)c(C)c1
?	Cc1nc2c(C(=O)NCc3ccccc3Cl)cnn2c(C)c1Cc1c(F)cccc1Cl
-14%	O=C(Cn1ncc2c([nH]c3ccccc32)c1=O)NCC1CCN(Cc2ccc(F)cc2)CC1
28%	Cc1ncsc1C(=O)N(Cc1ccccc1)C1CC1
-28%	Cc1csc2nc(COC(=O)COc3ccccc3F)cc(=O)n12

The list goes on.
KDM5B inh	structure
?	CCCCOc1ccc(CNC(=O)c2ncoc2-c2cccs2)cc1
1%	COc1cc(NC(=O)CSc2nc(-c3cccs3)cc(C(F)(F)F)n2)cc(OC)c1OC
?	CN(C)Cc1nnc(C2CC(NC(=O)c3cc4ncccn4n3)C2)n1C (centres undefined)
-2%	COc1ccc(-c2cnc(C)o2)cc1S(=O)(=O)Nc1cccc(Br)c1
22%	CC1CC1C(=O)NCCSCc1cccs1 (centres undefined)
28%	COc1ccc(C(=O)N2CCC(N3C(=O)[C@H](OC)[C@@H]3c3ccncc3)CC2)cc1
-11%	O=C(NC(=S)NC1CCCCC1)c1ccc(Cl)cc1
9%	O=C(Nc1cccc(F)c1)c1cccn2c(-c3ccc(F)cc3)nnc12
-1%	CCCN(CC1CCOC1)C(=O)c1ccccc1Br (centres undefined)
-18%	Cc1ccc(C(C)C)c(OCCCn2c(=O)oc3ccccc32)c1
8%	CC(=O)Nc1ccc(OCc2cc(=O)n3ccsc3n2)cc1
-11%	Cc1ccncc1C(=O)N1C[C@@H](Oc2ccccc2)C[C@H]1C(=O)N1CCCC1
?	O=C(O)c1ccc(-c2cc3ccccc3oc2=O)cc1
10%	Cc1cccc(S(=O)(=O)N2CCC(n3c(CC(C)C)nc4cccnc43)CC2)c1
5%	Cc1ccc2nc(Cl)c3cc(C(=O)N4CCCCC4C)sc3c2c1 (centres undefined)
-7%	CCCCCCOc1ccc(CNCCCOCC)cc1
-6%	CC(C)NC(=O)c1cc(-c2cccc(OC(C)C)c2)nc2ccccc12
?	Cc1cc(C)c(OCC(=O)N(Cc2ccc(N(C)C)cc2)Cc2ccco2)c(C)c1
-3%	CCOC(=O)c1ccc(NC(=O)CSc2ccc(-c3sc(C)nc3C)nn2)cc1
-16%	CC#CC[N+](C)(CC#CC)Cc1ccccc1
-18%	O=C(Cn1nc2c(cc1=O)CCCCC2)Nc1cccc(N2CCCCS2(=O)=O)c1
?	CCOc1ccc(N2C(=O)c3ccccc3NC23CCCCC3)cc1
-27%	Cc1ccc(Nc2nc(N)nc(CSc3nc4ccccc4s3)n2)cc1
-7%	CC(NC(=O)C1CCN(C(=O)N2CCOc3ccc(Cl)cc32)CC1)c1ccccc1 (centres undefined)
-30%	O=C(Nc1ccc(N2CCN(c3ccc(F)cc3)CC2)c(C(=O)O)c1)c1cccs1

Structures listed so far that have two or more sulfur atoms:
KDM5B inh	structure
-4%	COc1ccccc1NC(=O)c1sc2nc3n(c(=O)c2c1C)N=C(c1cccc(Br)c1)CS3
1%	COc1cc(NC(=O)CSc2nc(-c3cccs3)cc(C(F)(F)F)n2)cc(OC)c1OC
22%	CC1CC1C(=O)NCCSCc1cccs1 (centres undefined)
-3%	CCOC(=O)c1ccc(NC(=O)CSc2ccc(-c3sc(C)nc3C)nn2)cc1
-27%	Cc1ccc(Nc2nc(N)nc(CSc3nc4ccccc4s3)n2)cc1

Additional records:
KDM5B inh	structure
?	COc1ccc(C(=O)NC2CCN(c3cc(-c4ccc(Cl)cc4)[nH]n3)C2)cn1 (centres undefined)
?	Cc1ccc(CSC2=Nc3ccccc3C3=NC(CC(=O)NCc4ccc5c(c4)OCO5)C(=O)N23)cc1 (centres undefined)
-19%	Cc1ccc(CN(C(=O)c2ccco2)c2ccc(CC(=O)NCc3ccccc3)cc2)cc1
-17%	CCCNC(=O)Cc1ccc(N(Cc2cccc(F)c2)C(=O)c2ccco2)cc1
0%	Cc1cc(F)ccc1-n1nnc(C(N)=O)c1C
-7%	O=C(c1ccc2c(c1)N(Cc1ccccc1)C(=O)c1ccccc1S2(=O)=O)N1CCc2ccccc21
10%	CC(C)CCn1c(C2CC(=O)N(Cc3ccc(F)cc3)C2)nc2ccccc21 (centres undefined)
?	O=C(NC[C@H]1Cn2c(-c3ccc(Cl)cc3)cnc2CO1)C1CCCC1
-14%[86.2 µM]	Cn1cccc1CN1CCC2(CC1)Cc1ccccc1NC2=O
-29%	CC(C)Cc1nnc(NC(=O)CCS(=O)(=O)c2ccc(Cl)cc2)s1
5%[86.2 µM]	Cc1ccc(-c2noc([C@@H]3C[C@H](NS(=O)(=O)c4ccc(F)cc4)CN3C)n2)cc1
57%[activator]	COC(=O)c1ccc(CNC(=O)c2cc(-c3ccc(C)cc3)nc3ccccc23)cc1
-5%	CCCc1cc(=O)n2nc(N(C)CC(=O)Nc3cc(Cl)ccc3C)sc2n1
-9%	CSc1ccc(/C=N/N=C(c2ccccc2)c2ccccc2)cc1
-22%	COCCN1C(=O)c2cccn2CC1CNC(=O)c1cc(C)nn1C (centres undefined)
-26%[86.2 µM]	COC(=O)c1ccc(CN2C(=O)[C@@H]3C[C@@H](O)CN3C3(CN(CC(C)(C)C)C3)C2=O)cc1

Sorted by number of heavy atoms (lowest first): 5 of the compounds above
KDM5B inh	structure
-9%	CSc1ccc(/C=N/N=C(c2ccccc2)c2ccccc2)cc1
10%	CC(C)CCn1c(C2CC(=O)N(Cc3ccc(F)cc3)C2)nc2ccccc21 (centres undefined)
-17%	CCCNC(=O)Cc1ccc(N(Cc2cccc(F)c2)C(=O)c2ccco2)cc1
-26%[86.2 µM]	COC(=O)c1ccc(CN2C(=O)[C@@H]3C[C@@H](O)CN3C3(CN(CC(C)(C)C)C3)C2=O)cc1
-7%	O=C(c1ccc2c(c1)N(Cc1ccccc1)C(=O)c1ccccc1S2(=O)=O)N1CCc2ccccc21

Records listed above marked active in KDM5B inh:
KDM5B inh	structure
35µM*	COc1ccccc1-c1cc2c(ccn2C)c(C(=O)NCCc2ccccn2)n1

Some of the compounds tested, so the mix of outcomes need not match the whole.
